# rTrxR1 inhibitor – inhibitors of rat thioredoxin reductase 1; O89049; AID 588453; recombinant rTrxR1, NADPH fluorescence consumption, selenite substrate; hit rate 1% among 390,000; Potency, µM (top dose mostly 114 µM), for the others: top-dose activity change, negative = inhibition, most hits filed as inhibitors; further: on the % scale 0 is the no-effect control and ±100 the full control effect; nearly all actives have a fitted effect of over 65% in size
#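 Rat TrxR1 (90 nM in the dispensed reagent) was pre-reduced with 400 uM NADPH for 5 min at room temperature, then incubated with compound for 15 min. After 400 uM selenite was added, NADPH fluorescence (Ex 340/Em 450 nm) was followed for 8 min.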
# IDH1 R132H inh – blocks human mutant IDH1 R132H enzyme; IDH1-R132H enzyme, NADPH consumption, diaphorase/resazurin fluorescence; hit rate 0.093% among 390,000; Potency, µM (highest dose often 76.6 µM), inactives show at the highest dose activity change, negative = inhibition, actives largely listed as inhibitors; AID 602179; O75874; further: on the % scale 0 is the no-effect control and ±100 the full control effect; nearly all actives have a fitted effect of over 65% in size
#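 IDH1-R132H (0.5 ug/mL dispensed) in pH 7.5 Tris buffer was preincubated 30 min with compound, then given a substrate mix of 0.016 mM NADPH and 2 mM alpha-KG for 80 min at room temperature; remaining NADPH was read by diaphorase/resazurin fluorescence.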
# TrxR1 substrate – is turned over as a substrate by rat TrxR1. O89049. purified TrxR1 substrate turnover, NADPH consumption readout. Potency, µM (titrated, usually from 114 µM), for the others: top-dose activity change, negative = substrate turnover. hit rate 0.01% among 390,000. AID 588456; further: on the % scale 0 is the no-effect control and ±100 the full control effect; nearly all actives have a fitted effect of over 50% in size
#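 Rat TrxR1, dispensed at 90 nM, was prereduced with 400 uM NADPH (final) for 5 min at ~22 deg C, then incubated with compound 15 min before 400 uM selenite. A first-read NADPH fluorescence drop versus no-compound background flagged substrates.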
# RGS4 inh – human RGS4 inhibition. Transcreener GDP fluorescence polarization, RGS4-accelerated GTP hydrolysis. P49798. Potency, µM (top dose mostly 114 µM), for inactives: top-dose activity change, negative = inhibition, hits mostly inhibitors. hit rate 0.039% among 390,000; further: on the % scale 0 is the no-effect control and ±100 the full control effect; nearly all actives have a fitted effect of over 75% in size; some results filed as inactive show a strong effect at the top dose
#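 MLSMR compounds (23 nl, pin-transferred) preincubated 10 min at room temperature with a 500nM (2x) first reagent, then RGS4 at 900nM (2x) plus Transcreener GDP mix added; fluorescence polarization (620/688 nm) read before and after 90 min at 30 °C.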
# Vif-A3G inh – inhibitors of Vif-APOBEC3G interaction. Q9HC16. HeLa A3G-eYFP + Vif (tagged APOBEC3G with the HIV-1 protein that degrades it), YFP fluorescence, overnight. Potency, µM (highest dose often 46.1 µM), for inactives: at the top dose activity, negative = active, actives largely listed as inhibitors. hit rate 0.076% among 410,000. AID 602310;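 further: on the % scale 0 is the no-effect control and ±100 the full control effect; nearly all actives have a fitted effect of over 60% in size; hits raise eYFP signal because A3G escapes Vif-driven loss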
# Target sequence (Q9HC16 whole entry, looked up): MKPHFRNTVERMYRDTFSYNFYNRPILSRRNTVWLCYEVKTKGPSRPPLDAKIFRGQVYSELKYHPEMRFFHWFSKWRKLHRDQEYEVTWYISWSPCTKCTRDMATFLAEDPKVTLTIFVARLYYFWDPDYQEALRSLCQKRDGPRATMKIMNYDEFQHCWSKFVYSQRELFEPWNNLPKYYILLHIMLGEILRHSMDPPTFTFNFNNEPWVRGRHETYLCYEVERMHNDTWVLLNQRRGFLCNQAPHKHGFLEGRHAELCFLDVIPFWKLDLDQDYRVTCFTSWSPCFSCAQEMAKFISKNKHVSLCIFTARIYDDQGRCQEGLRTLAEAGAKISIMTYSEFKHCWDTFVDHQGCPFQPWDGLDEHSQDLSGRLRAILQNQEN
#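 Read-out is eYFP fluorescence (Ex 488/Em 500-530) from Vif-expressing HeLa A3G-eYFP cells; more signal means A3G escaped Vif-mediated degradation. Cells plated overnight, compound pinned in, incubated overnight at 37 deg C.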
# ALOX12 inh – blocks human arachidonate 12S-lipoxygenase. Potency, µM (titrated, usually from 108 µM), without a hit: top-dose activity change, negative = inhibition, actives largely listed as inhibitors. P18054. purified 12hLO, xylenol orange hydroperoxide absorbance. AID 1671190. hit rate 1.1% among 580,000; further: on the % scale 0 is the no-effect control and ±100 the full control effect
# Target sequence (P18054 whole entry, looked up): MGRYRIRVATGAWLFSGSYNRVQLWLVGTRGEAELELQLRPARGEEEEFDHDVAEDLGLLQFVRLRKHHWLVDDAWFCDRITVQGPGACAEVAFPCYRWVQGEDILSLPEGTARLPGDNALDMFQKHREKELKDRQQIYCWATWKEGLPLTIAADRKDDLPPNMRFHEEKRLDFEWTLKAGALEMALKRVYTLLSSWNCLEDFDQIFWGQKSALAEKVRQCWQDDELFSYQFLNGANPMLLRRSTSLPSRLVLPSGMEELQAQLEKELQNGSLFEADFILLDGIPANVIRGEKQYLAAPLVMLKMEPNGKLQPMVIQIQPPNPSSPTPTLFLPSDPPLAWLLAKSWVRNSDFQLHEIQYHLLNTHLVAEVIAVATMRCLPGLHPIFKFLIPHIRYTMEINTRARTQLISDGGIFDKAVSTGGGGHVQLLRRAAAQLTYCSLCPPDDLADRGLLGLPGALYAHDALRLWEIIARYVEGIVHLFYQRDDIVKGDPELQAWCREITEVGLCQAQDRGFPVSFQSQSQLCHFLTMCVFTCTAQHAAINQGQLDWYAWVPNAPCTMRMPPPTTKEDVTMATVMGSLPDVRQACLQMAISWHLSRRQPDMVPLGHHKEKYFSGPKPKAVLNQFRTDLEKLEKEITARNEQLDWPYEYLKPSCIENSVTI
#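 Hydroperoxide product was detected by ferrous iron/xylenol orange as the 573 to 405 nm absorbance ratio. Arachidonic acid at 40 uM (final) was turned over for 30 min at room temperature by 150 nM human 12hLO, pH 7.0 Hepes buffer, after 15 min compound preincubation.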
# RXFP1 ag – activates the human relaxin receptor RXFP1; AID 2676; hit rate 0.3% among 370,000; HEK293T-RXFP1 cAMP TR-FRET, 30 min; response scale: percent of porcine relaxin response, buffer zero; Potency, µM (titrated, usually from 57.5 µM), for the others: at the top dose activation, actives largely listed as activators; Q9HBX9; further: on the % scale 0 is the no-effect control and ±100 the full control effect; nearly all actives have a fitted effect of over 60% in size; many of its hits are not listed in these tables
#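 Agonist response is measured as cAMP accumulation in an RXFP1-transfected HEK293T line under PDE4 inhibition. Values are scaled between buffer-only and 29 nM porcine relaxin, and EC50s come from standard Hill equation fits.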
# USP1-UAF1 inh – blocks the human USP1/UAF1 deubiquitinase complex | O94782 | recombinant USP1/UAF1, Ub-Rhodamine cleavage fluorescence | Potency, µM (titrated, usually from 57.1 µM), for the others: at the highest dose activity change, negative = inhibition, most hits filed as inhibitors | hit rate 0.23% among 390,000 | AID 743255; further: on the % scale 0 is the no-effect control and ±100 the full control effect; nearly all actives have a fitted effect of over 60% in size; inactives centre near -12
#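 Step one: compound is pinned into 1nM USP1/UAF1 in HEPES pH 7.8 buffer with TCEP. Step two: 15 min room-temperature incubation. Step three: Ub-Rho (150nM final) starts cleavage, tracked by fluorescence over six one-minute reads.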
# Vif-A3F inh – Vif-A3F binding inhibition; Potency, µM (series often up to 46.1 µM), inactives show at the top dose activity, negative = active; hit rate 0.2% among 390,000; HeLa A3F-eYFP + Vif (tagged APOBEC3F with the HIV-1 protein that degrades it), YFP fluorescence increase; further: % of control where 0% means no effect; nearly all actives have a fitted effect of over 65% in size
#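 Fluorescence increase (Ex 488/Em 500-530) after overnight compound treatment at 37 deg C flags inhibition of Vif-driven A3F-eYFP loss in stable HeLa A3F-eYFP/Vif cells seeded overnight beforehand.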
# The depositor's hits bear a star; ? = inconclusive; / = not tested or not shown; & = joins results of further samples; [ ] = remark or other dose. The call rests on the fitted dose curve; in most records, active means well fitted curve in the direction sought with a large enough effect; inconclusive means small, poorly fitted or top-dose-only effect, or another doubt; inactive means no such curve, though single readings can be large; an effect the other way counts as inactive or inconclusive. Potency means the concentration at half of the fitted maximal effect.
SMILES,rTrxR1 inhibitor,IDH1 R132H inh,TrxR1 substrate,RGS4 inh,Vif-A3G inh,ALOX12 inh,RXFP1 ag,USP1-UAF1 inh,Vif-A3F inh
COc1ccc(NC(=O)CCCn2nc(C)c3c(C)n(-c4ccccc4)nc3c2=O)cc1OC,25%[57.1 µM],-12%,9%[57.1 µM],2%[56.9 µM],2%,-2%,-0.3%,-13%,-1%
CCCCN(CCCC)CCNC(=O)CN1C(=O)COc2ccc(S(=O)(=O)N3CCOCC3)cc21,4%,-13%,-2%,41%[11.4 µM],3%,0%,0.2%,-6%,2%
COc1ccccc1-c1cc(C(=O)O)c2c(=O)n(C)c(=O)n(Cc3ccccc3)c2n1,13%[57.1 µM],2%,37%,-7%,-5%,11%,3.0%,-9%,2%
O=C(CSc1nnc(-c2ccccc2Br)n1-c1ccccc1)c1ccc(F)cc1,0%,-15%,-4%,-27%,3%,-10%,-3.4%,-17%,6%
CN1C(=O)C2C(c3ccc(N(C)C)cc3)NN(Cc3ccccc3)C2C1=O (stereo not given),12%[57.1 µM],5%,-5%,-44%,0%,-17%,0.6%,-12%,2%
C=CCn1c(SCC(=O)NCCCC)nc2scc(-c3ccco3)c2c1=O,45µM*,4%,-2%,?,0%,?,1.9%,-25%,1%
CCn1c(=O)c(=O)[nH]c2cc(C(=O)N(C)Cc3ccc(OC)c(F)c3)ccc21,6%,6%,2%,6%,1%,15%,2.8%,-22%,-23%
CCCCNC(=O)CN1C(=O)NC(CCc2ccccc2)C1=O (stereo not given),15%[57.1 µM],-5%,6%,5%,-5%,26%,1.3%,-20%,-2%
O=C(O)c1ccc(C2CCCCC2)cn1,10%,-1%,4%,?,1%,-19%,0.3%,-14%,-6%
Cc1noc(C(=O)NCc2ccccc2)c1Cl,0%,-12%,-5%,23%,0%,10%,-1.2%,-25%,-1%
Cc1c2cnn(CC(=O)NCCN3CCOCC3)c(=O)c2c(C)n1Cc1ccc(F)cc1,-5%[57.1 µM],-2%,8%[57.1 µM],13%,0%,13%,2.8%,-26%,6%
CCC(C)NC(=O)CSc1ccc(NC(C)=O)cc1 (stereo not given),11%,15%,2%,-1%,0%,64%[activator],-0.1%,-9%,4%
CCCc1cc(N2CCN(c3cccc(C)c3C)CC2)n2cnnc2n1,-21%,5%,2%,19%,5%,2%,0.6%,4%,2%
COc1ccc(S(=O)(=O)N(C)CC(=O)Nc2ccc(C(N)=O)cc2)cc1OC,-24%,-6%,-14%,24%,0%,-6%,2.3%,10%,0%
Cc1ccc(NC(=O)CN2CCc3cc4c(cc3C2)OCCCO4)cc1,18%,-2%,3%,-16%[11.4 µM],1%,13%,1.9%,-23%,-1%
Cc1ccc(N2CCN(C(=O)CCS(=O)(=O)c3cc4c(cc3Cl)NC(=O)CO4)CC2)c(C)c1,5%,-1%,-6%,-22%,4%,-25%,2.0%,-12%,1%
Cc1cccc(NC(=S)NNC(=O)c2ccc(Br)o2)c1,1%,6%,6%,-43%,4%,0%,-2.7%,-11%,-4%
NC(=O)c1ccc(NCc2ccco2)c([N+](=O)[O-])c1,27%[57.1 µM],8%,14%[57.1 µM],?,-13%,-1%,-1.5%,-10%,-1%
O=C(N/N=C/c1ccc(OC(=O)c2ccccc2Cl)cc1)c1ccc(O)cc1,-7%,4%,-5%,-7%,?,384%[activator],3.7%,-10%,-1%
O=C(c1cnc(N2CCCCC2)c2ccccc12)N1CCN(c2ccccc2F)CC1,9%[57.1 µM],-10%,-5%[57.1 µM],-19%,6%,-54%&-26%,17%,-24%,4%

# 3 entries from above, sorted by length of the SMILES, largest number first.
SMILES,rTrxR1 inhibitor,IDH1 R132H inh,TrxR1 substrate,RGS4 inh,Vif-A3G inh,ALOX12 inh,RXFP1 ag,USP1-UAF1 inh,Vif-A3F inh
Cc1c2cnn(CC(=O)NCCN3CCOCC3)c(=O)c2c(C)n1Cc1ccc(F)cc1,-5%[57.1 µM],-2%,8%[57.1 µM],13%,0%,13%,2.8%,-26%,6%
COc1ccc(S(=O)(=O)N(C)CC(=O)Nc2ccc(C(N)=O)cc2)cc1OC,-24%,-6%,-14%,24%,0%,-6%,2.3%,10%,0%
CCCCNC(=O)CN1C(=O)NC(CCc2ccccc2)C1=O (stereo not given),15%[57.1 µM],-5%,6%,5%,-5%,26%,1.3%,-20%,-2%

# In another format: entries from further up.
Compound	rTrxR1 inhibitor	IDH1 R132H inh	TrxR1 substrate	RGS4 inh	Vif-A3G inh	ALOX12 inh	RXFP1 ag	USP1-UAF1 inh	Vif-A3F inh
CN1C(=O)C2C(c3ccc(N(C)C)cc3)NN(Cc3ccccc3)C2C1=O (stereo not given)	12%[57.1 µM]	5%	-5%	-44%	0%	-17%	0.6%	-12%	2%
C=CCn1c(SCC(=O)NCCCC)nc2scc(-c3ccco3)c2c1=O	45µM*	4%	-2%	?	0%	?	1.9%	-25%	1%

# The list goes on:
SMILES,rTrxR1 inhibitor,IDH1 R132H inh,TrxR1 substrate,RGS4 inh,Vif-A3G inh,ALOX12 inh,RXFP1 ag,USP1-UAF1 inh,Vif-A3F inh
CCC(=O)OCC(=O)Nc1cc(S(=O)(=O)N(C)C)ccc1Cl,20%[57.1 µM],-1%,10%[57.1 µM],13%,-4%,-19%,4.3%,-15%,?
O=C(Cc1ccccc1)NNC(=O)Nc1ccccc1,15%[57.1 µM],-4%,11%[57.1 µM],4%,-2%,2%,2.0%,-19%,7%
Cc1ccsc1/C=N/NC(=O)c1nnn(-c2nonc2N)c1-c1ccccc1,?,8%,-9%,-15%,0%,1%,1.0%,-13%,-3%
Cc1ccc(S(=O)(=O)NNC(=O)C2CC=CCC2C(=O)O)cc1 (stereo not given),15%[57.1 µM],4%,2%[57.1 µM],-9%,1%,-3%,0.7%,-7%,11%
O=C(Nc1ncc(S(=O)(=O)c2ccc([N+](=O)[O-])cc2)s1)c1cccnc1,-59%,1%,3%[57.1 µM],-28%,-12%,0%,7.1%,3%,-3%
CCN(CC)CCCN1C(=O)C(=O)/C(=C(/O)c2ccc(OC)cc2)C1c1ccco1 (stereo not given),?,8%,-5%,2%,-1%,?,/,-17%,-3%
CC1=C(C(=O)N(C)C)CC(CC(=O)NC2CCCCC2)C(=O)N1Cc1ccccc1 (stereo not given),/,7%,/,/,2%,17%,/,1%,-2%
CC(C)c1ccc(NCCC(=O)c2ccc(Br)cc2)cc1,56µM*,0%,-7%,-20%,2%,-4%,-1.5%,-8%,-1%
CCC1(OC(=O)CN(C)C)C(=O)OCc2c1cc1n(c2=O)Cc2cc3c(N)cccc3nc2-1 (stereo not given),2%[11.4 µM],5%,-9%[57.1 µM],-25%,6%,/,/,-23%,7%
Cc1ccccc1NS(=O)(=O)c1ccc(OCCNS(C)(=O)=O)cc1,3%,4%,-5%,-27%,0%,5%,2.3%,-14%,1%
O=C(NCc1cccnc1)c1cc(S(=O)(=O)N2CCCC2)c(Cl)cc1Cl,24%[57.1 µM],-1%,12%[57.1 µM],-21%,-3%,17%,-0.7%,-19%,?
O=C(O)CCc1ccc(-c2ccccc2)n1-c1ccc(C(=O)O)cc1,79µM*,1%&0%,5%&2%,-25%&-46%,1%&-3%,?,-0.3%&2.1%,-7%&1%,-10%&2%
O=[N+]([O-])c1cc(C(F)(F)F)ccc1NCCc1ccncc1,32%,1%,1%,21%,-18%,5%,2.8%,-32%,?
Cc1cc(/C=C(\C#N)C(=O)Nc2ccccc2)c(C)n1-c1ccc(F)cc1,3%[11.4 µM],28%,-6%,26%,-2%,-3%,-0.4%,-12%,-1%
COC(=O)CN1C(=O)CSc2ncccc21,-8%,1%,-11%,8%,2%,4%,1.2%,-17%,-9%
COc1ccc(Cn2c(CCC(=O)Nc3cc(C)cc(C)c3)nc3cccnc32)cc1,-17%,6%,-11%,-18%,-3%,-24%,9.6%,-19%,-7%
Cc1cc(C)nc(SCC(=O)c2ccc(O)c(O)c2)n1,-4%,-7%,-9%,7%,-11%,8.9µM*,1.9%,16%,-2%
COc1cccc(CN2CCNC(=O)C2CC(=O)NCc2cc(C(C)C)no2)c1 (stereo not given),-3%[57.1 µM],0%,0%[57.1 µM],-2%,4%,0%,0.4%,-4%,12%
Cc1ccc(NC(=S)Nc2ccccn2)cc1C,?,-5%,3%,-51%,-4%,?,-3.2%,-17%,?
O=C(O)C1CCCCC1C(=O)NCc1ccccn1 (stereo not given),-9%[57.1 µM],5%,-3%[57.1 µM],-15%,0%,8%,-0.7%,-23%,3%
Cc1cccc(N2CCN(C(=O)c3ccc4nc[nH]c4c3)CC2)c1C,-3%[57.1 µM],4%,4%[57.1 µM],-11%,2%,-5%,4.3%,-19%,1%
CCN(CC)C(=O)Cn1cc(SCC(=O)Nc2ccccc2F)c2ccccc21,40%[activator],0%,5%,-15%,4%,-17%,-1.6%,-10%,-1%

# With a hit mark in ALOX12 inh, of those listed so far:
compound | rTrxR1 inhibitor | IDH1 R132H inh | TrxR1 substrate | RGS4 inh | Vif-A3G inh | ALOX12 inh | RXFP1 ag | USP1-UAF1 inh
Cc1cc(C)nc(SCC(=O)c2ccc(O)c(O)c2)n1 | -4% | -7% | -9% | 7% | -11% | 8.9µM* | 1.9% | 16%

# High-throughput results as filed in PubChem.

# A portion of the library; rates above refer to the full screens.
